Nrf2 inh – Nrf2 pathway inhibition; A549 ARE-Fluc reporter, luciferase luminescence, 18-24 h; hit rate 2.1% among 360,000; Potency, µM (titrated, usually from 46 µM), inactives show at the highest dose activity change, negative = inhibition, most hits filed as inhibitors; also: potency is read from the fitted curve at half-maximal effect; % is scaled to controls: 0 for no effect and ±100 for the full control effect; nearly all actives have a fitted effect of over 60% in size
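A549 ARE_Fluc cells (5000/well, 5% FBS OPTI-MEM) pre-incubated 2 h, then treated with compounds 18-24 h at 37C/5% CO2 in concentration-response. CellTiter-Fluor viability read first; BugLite luciferase luminescence after 15 min at room temperature gives Nrf2 activity.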
pAkt inh – Akt phosphorylation inhibition; Neuro2A IGF-stimulated pAkt S473 HTRF, 20 min; active compounds read low; activity change, % for hits at 50 µM; hit rate 0.32% among 360,000; in the data active = activity change below about -80%; inconclusive = mostly about -51% to -80%; also: % is scaled to controls: 0 for no effect and ±100 for the full control effect
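Neuro2A cells in DMEM with 0.5% FBS, overnight at 37 deg C, given compound at single 50 µM final, then IGF (6 nM final) for 20 min at 37 deg C. Lysed; phospho-Akt Ser473 by HTRF after 24 h, 665/615 ratio.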
HepG2 tox – counter-screen for TGF-b inhibitors: cytotoxicity in HepG2 cells | hit rate 0.76% among 410,000 | HepG2 CAGA-GFP viability, ATP luminescence, 18 h | AID 588856 | Potency, µM (doses to about 46.1 µM), for the others: at the highest dose activity change, negative = cytotoxicity, hits mostly cytotoxic; also: potency is read from the fitted curve at half-maximal effect; some results filed as inactive show a strong effect at the top dose
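CellTiter-Glo luminescence gave cytotoxicity after 18 hours at 37 degrees C. The cells were HepG2 CAGA-GFP in 1% FBS DMEM, stimulated with 500 pg/mL TGF-beta after compound addition. %Activity was normalised to no-cell wells (complete cell-killing) and DMSO (no toxicity), and curves were fitted and classified.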
S2 tox – reduces viability in counter-screen for ATXN expression inhibitors | S2 cells (HEK-293 line with an ATXN2-luciferase reporter) viability, CellTiter-Fluor protease fluorescence, 24 h | Potency, µM (doses to about 56.7 µM), hits mostly cytotoxic | hit rate 0.49% among 400,000; also: potency is read from the fitted curve at half-maximal effect; nearly all actives have a fitted effect of over 40% in size
MmCpn inh – inhibitors of Methanococcus maripaludis chaperonin (MmCpn). purified Mm-Cpn ATPase, ADP Transcreener TR-FRET. Potency, µM (series often up to 76.9 µM), for inactives: top-dose activity, negative = inhibition, actives largely listed as inhibitors. hit rate 0.031% among 330,000. AID 504842; also: potency is read from the fitted curve at half-maximal effect; % is scaled to controls: 0 for no effect and ±100 for the full control effect; nearly all actives have a fitted effect of over 80% in size
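Measured: ADP formation by purified Mm-CPN. Conditions: 25 nM protein, 10 uM ATP, Tris pH 7.4 with Mg2+, K+ and DTT, 37°C for 30 min. Detection: Transcreener HTRF after 30 min at room temperature.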
A549 viability – counter-screen for Nrf2 inhibitors: cytotoxicity in A549 cells; A549 ARE-Fluc cells, CellTiter-Fluor viability, 18-24 h; Potency, µM (titrated, usually from 46 µM), for the others: at the top dose activity change, negative = cytotoxicity, most hits filed as inhibitors; hit rate 0.16% among 390,000; also: potency is read from the fitted curve at half-maximal effect; % is scaled to controls: 0 for no effect and ±100 for the full control effect
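A549 ARE-Fluc cells in 5% FBS OPTI-MEM, 5000 cells/well, rested 2 h then exposed to compounds in concentration-response for 18-24 h at 37 °C. Viability by CellTiter-Fluor fluorescence (Ex 405/Em 525) after 30 min; luciferase luminescence (BugLite, 15 min, RT) read afterwards.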
CCT chaperon mod – changes cytosolic chaperonin activity | activity change, % (test concentration not listed), hits read low | hit rate 0.3% among 360,000 | purified chaperonin ATPase assay, HTRF ADP detection, 30 min | AID 651819; in the data active = activity change below about -30%; also: % is scaled to controls: 0 for no effect and ±100 for the full control effect
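Nucleotide hydrolysis assay: TRiC at 20–40 nM final (set by batch activity) with 10 uM ATP, 30 min at 37 °C, in presence of 76 uM compound. Detection by competitive ADP HTRF, 30 min ambient.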
Nrf2 activator – activates Nrf2 signaling; AREc32 ARE-luciferase reporter (MCF7-derived line), luminescence, 24 h; Potency, µM (highest dose often 46.1 µM), inactives show at the highest dose activation, hits mostly activators; hit rate 0.31% among 410,000; AID 624171; also: potency is read from the fitted curve at half-maximal effect; % of control where 0% means no effect; nearly all actives have a fitted effect of over 65% in size
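Quantitative high-throughput format: AREc32 reporter cells, 1000 per well, received compound by pin transfer and were incubated 24 hr at 37 deg C, 5% CO2, before Steady-Glo luminescence detection.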
TGFb inhibitor – TGF-b pathway inhibition. HepG2 CAGA-GFP TGF-b/SMAD3 reporter, GFP fluorescence, 18 h; TGF-beta stimulated, 500 pg/mL final. Potency, µM (top dose mostly 46.1 µM), for inactives: at the highest dose activity, negative = inhibition, actives largely listed as inhibitors. hit rate 1.2% among 410,000. AID 588855; also: potency is read from the fitted curve at half-maximal effect; % is scaled to controls: 0 for no effect and ±100 for the full control effect; nearly all actives have a fitted effect of over 65% in size
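HEPG2 CAGA-GFP cells (1000/well, DMEM with 1% FBS) were pre-incubated 2 h at 37 degrees C, given compound by pin tool, then stimulated with TGF-beta at 500 pg/mL final for 18 h before per-cell GFP fluorescence imaging.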
An asterisk follows results filed as active; i = inactive; ? = inconclusive; . = not tested or not shown; & = joins results of further samples; [ ] = another dose, or the depositor's remark. Unless noted, calls follow the shape of the dose curve; as a rule, active = well fitted curve in the direction sought with a large enough effect; inconclusive = small, poorly fitted or top-dose-only effect, or another doubt; inactive = no such curve, though single readings can be large; an effect the other way counts as inactive or inconclusive. These rows are one share of the data (hit frequency here may not be typical).

Start of the listing, in advance:
SMILES	Nrf2 inh	pAkt inh	HepG2 tox	S2 tox	MmCpn inh	A549 viability	CCT chaperon mod	Nrf2 activator	TGFb inhibitor
O=C(c1cccs1)N1CCC(C(=O)O)(c2ccccc2)CC1	.	i	4%	i	.	.	-0.3	1.1%	-6%
CC(=O)OC1C2CCC1C(N1CCCCC1)CC2 (configuration not stated)	5%	i	12%	i	0%	2%	1.3	4.4%	19%

All compounds of this part, repeating the preview:
SMILES	Nrf2 inh	pAkt inh	HepG2 tox	S2 tox	MmCpn inh	A549 viability	CCT chaperon mod	Nrf2 activator	TGFb inhibitor
O=C(c1cccs1)N1CCC(C(=O)O)(c2ccccc2)CC1	.	i	4%	i	.	.	-0.3	1.1%	-6%
CC(=O)OC1C2CCC1C(N1CCCCC1)CC2 (configuration not stated)	5%	i	12%	i	0%	2%	1.3	4.4%	19%
C[C@]12CCC3C(CC[C@H]4C[C@H](O)CC[C@]34C)C1C[C@@H](O)[C@H]2O (some centres not stated)	-4%	i	14µM*	i	.	1%	-0.7	0.2%	-6%
COCc1cc(OC(=O)N(C)C)nc2c1c(C)nn2C	3%	i	-4%	i	1%	3%	0.7	0.2%	14%
OC1/C(=C/c2ccc(C(F)(F)F)cc2)N2CCC1CC2 (configuration not stated)	1%	i	-18%	i	-1%	4%	2.4	0.7%	-17%
CCC(C)NS(=O)(=O)c1ccc(OCC(=O)N2CCN(CC)CC2)cc1 (configuration not stated)	6%	i	-12%	i	2%	-1%[1.84 µM]	-3.6	-0.7%	-2%
COc1ccccc1CN1CCN(Cc2ccc(Cl)cc2)CC1	1%	i	-6%	i	-1%	0%	-1.0	0.6%	0%
O=Cc1cn(Cc2c(F)cccc2Cl)nc1-c1ccccc1	3%	i	1%	?	.	-5%	-2.8	-0.3%	6%
BrCCc1ccccc1	13%	i	-1%	i	2%	-11%	-0.9	0.2%	1%
Cc1ccc(S(=O)(=O)N2CCCCC2)cc1NC(=O)Nc1ccc(Cl)cc1Cl	?	i	-8%	i	-3%	0%	-0.6	4.5%	?
Cc1cccc(C)c1-n1nnnc1C(C1CC1)N1CCC(n2c(=O)[nH]c3ccccc32)CC1 (configuration not stated)	.	i	-19%	i	.	.	1.6	0.1%	-2%
COc1ccc2c(c1OC)CN1CCc3cc4c(cc3[C@H]1C2)OCO4	-19%	i	-29%	?	2%	-1%	-0.7	4.8%	?
O=C(COc1ccc(Cl)cc1)N(c1ccc(Cl)cc1)C1CN2CCC1CC2 (configuration not stated)	0%	i	-97%	?	0%	-1%	-7.4	6.3%	14µM*
CSCCC(c1nnnn1C1CCCCC1)N1CCC(n2c(=O)[nH]c3ccccc32)CC1 (configuration not stated)	.	i	-2%	?	.	.	-0.2	-0.2%	14µM*
COC(=O)C1=C(c2ccccc2)C[C@@H]2CC[C@H]1N2C	-10%	i	-5%	i	-2%	2%	-0.4	-1.0%	-13%
CC(C)(C)C(=O)c1cn(Cc2ccccc2)c2ccccc12	4%	i	0%	.	-1%	2%	-1.2	-0.1%	0%
CCN(CC)S(=O)(=O)c1ccc(C(=O)NC2CN3CCC2CC3)cc1 (configuration not stated)	1%	i	5%	?	3%	7%	-1.8	-0.8%	2%
Cc1cccc(OCC(=O)N2CCN(Cc3cc(=O)n4nc(-c5ccccc5Cl)sc4n3)CC2)c1	.	.	-1%	i	.	14%	.	3.7%	-10%
CC(=C1C(=O)c2ccccc2C1=O)N1CCN(CCN=Cc2c(O)n(C)c(=O)n(C)c2=O)CC1	-7%	i	-9%	i	-11%	8%	-2.1	0.8%	12%
Cc1nc2cc(-c3cccc(F)c3)nn2c(C)c1CCC(=O)N1CCC2(CC1)OCCO2	?	i	-2%	i	-1%	-5%	-1.7	0.3%	1%
O=C1c2ccccc2-n2nncc2C2c3cc(Br)ccc3CCN12 (configuration not stated)	.	i	-30%	i	.	.	0.1	4.6%	-7%
C/C1=C\[C@@H](C)C/C=C/[C@H]2[C@@H]3O[C@]3(C)[C@@H](C)[C@H]3[C@H](Cc4c[nH]c5ccccc45)NC(=O)[C@]32C(=O)/C=C/C(=O)[C@@H]1O	?	i	-98%	32µM*	.	?	1.5	-3.0%	2.8µM*
Cc1c(C(c2ccc(F)cc2)c2c(O)c3ccccc3oc2=O)c(=O)n(-c2ccccc2)n1C (configuration not stated)	9%[9.27 µM]	i	-28%&-1%	i	-2%	2%&-9%	0.6	-1.0%&-0.8%	-12%&1%
COc1ccc(C(CC(C)=O)c2c(O)c3ccccc3oc2=O)cc1OC (configuration not stated)	.	i	1%	i	.	.	0.2	-1.5%	-7%
C[C@]12CC[C@H](O)C[C@@H]1CC[C@H]1[C@H]3CCC(=O)[C@@]3(C)CC[C@@H]12	.	i	-53%	i	.	.	-1.4	0.9%	-19%
CN(c1ccccc1)S(=O)(=O)c1cccc(C(=O)N2CCN(c3ccccn3)CC2)c1	?	.	1%	i	-2%	0%	-2.9	0.2%	-22%
O=P1(NCCCn2cc[n+](Cc3nc4ccccc4[nH]3)c2)C=C(c2ccccc2)OC(c2ccccc2)=C1	-10%	i	6%	i	1%	4%	1.1	-0.4%	3%
CN(C)CCCN=Cc1c(O)n(CCc2ccc(F)cc2)c(=O)[nH]c1=O	3%	-120%*	-4%	i	3%	-1%	-1.6	-0.2%	-10%
O=C(c1ccc(-c2ccccc2)cc1)C1CCCN(Cc2ccn[nH]2)C1 (configuration not stated)	1%	i	-31%	?	4%	-4%	-0.3	3.4%	-5%
Cc1cc(O)c2c3c(c(=O)oc2c1)CCC(C)C3 (configuration not stated)	12%	i	-28%	i	-4%	4%	-0.9	0.2%	?
CN1C(=O)N(C)C(=O)C2(Cc3cc([N+](=O)[O-])ccc3N(C)C2c2ccccc2)C1=O (configuration not stated)	-23%	i	21%	i	-4%	-4%	-2.0	2.6%	11%
CCc1ccc(NC(=O)c2cccn(Cc3cccc([N+](=O)[O-])c3)c2=O)cc1	.	.	-23%	i	.	1%	.	-1.4%	-7%
O=S(=O)(c1ccccc1)N1CCN2CCCC2C1 (configuration not stated)	-18%	i	0%	i	1%	-10%	-1.7	-0.5%	-9%
COC(=O)CC(=O)c1ccc2c(c1)OCO2	13%&7%	i	-9%&5%	i	.	2%&3%	-4.0	0.3%	-16%&-13%
Cc1ccc(N2C(=O)NC(=O)/C(=C\C=C\c3ccco3)C2=O)cc1C	-4%	i	-5%	14µM*	1%	-14%	-2.2	?	13µM*
COc1ccc(C2CN(C)CC2C(=O)c2ccc(C)cc2)cc1Cl (configuration not stated)	30%	i	-25%	i	-1%	0%	-1.0	2.3%	6%
CCOC(=O)c1ccc(COC(=O)c2ccc(-c3nnc(-c4ccccc4)o3)cc2)o1	?	i	-19%	i	.	-1%	-0.7	2.7%	-2%
CC1=CC(O)C(O)C2(C)C1CC1OC(=O)C(O)C3C(C)C(O)C4(O)OCC13C42 (configuration not stated)	2.9µM*	i	-12%	i	.	-20%	-0.9	-0.5%	?
Cc1cccc(OCC(=O)N2CCN(Cc3ccc([N+](=O)[O-])cc3)CC2)c1	-9%	i	-12%	i	0%	-1%	-1.9	2.5%	-25%
CN1CCN(c2ccccc2N)CC1	4%	i	1%	i	.	6%	-1.4	-0.2%	3%
C[C@]12CCC3C(CC[C@@H]4C[C@@H](O)CC[C@]34C)C1CC[C@@H]2O (some centres not stated)	-7%	i	-28%	i	.	1%	-0.1	-0.1%	0%
CCOC(=O)CC1=C(C(=O)OCC)C2(C(=O)N1)C(C(=O)OC)=C(N)Oc1ccccc12 (configuration not stated)	17%	i	-5%	i	-2%	13%	-0.7	-0.4%	-9%
COC(=O)C1=C(c2ccc(F)cc2F)C[C@@H]2CC[C@H]1N2C(=O)NCCOc1ccccc1Cl	?	i	-1%	i	-10%	-5%	-0.3	-0.8%	-26%
Cc1cccc(C2CC(=O)Oc3c2c(=O)oc2ccccc32)c1 (configuration not stated)	31%	.	-8%	i	.	18%	.	-1.0%	3%
CN(C)C(=O)Oc1ccc(-c2cn3cc(Cl)ccc3n2)cc1	?	i	-36%	i	0%	0%	-1.8	-1.3%	-12%
N#Cc1ccccc1NC(=O)c1cccn(Cc2ccccc2)c1=O	.	.	-24%	?	.	-2%	.	4.1%	-27%
Cc1cc(C)c(NC2=NCCCS2)c(C)c1	-9%	i	-19%	i	0%	-4%	-0.7	2.3%	-17%
O=C1NC(=O)C(CCOc2ccccc2)(CCc2ccccc2)C(=O)N1	-22%	i	-2%	i	.	0%	-1.6	-0.3%	0%

Full records, quoted from the list. Values in the order: Nrf2 inh | pAkt inh | HepG2 tox | S2 tox | MmCpn inh | A549 viability | CCT chaperon mod | Nrf2 activator | TGFb inhibitor
COC(=O)C1=C(c2ccc(F)cc2F)C[C@@H]2CC[C@H]1N2C(=O)NCCOc1ccccc1Cl in the list: ? | i | -1% | i | -10% | -5% | -0.3 | -0.8% | -26%
CCOC(=O)c1ccc(COC(=O)c2ccc(-c3nnc(-c4ccccc4)o3)cc2)o1 in the list: ? | i | -19% | i | . | -1% | -0.7 | 2.7% | -2%

Other entries.
SMILES	Nrf2 inh	pAkt inh	HepG2 tox	S2 tox	MmCpn inh	A549 viability	CCT chaperon mod	Nrf2 activator	TGFb inhibitor
O=[N+]([O-])c1ccc(NCCCN2CCOCC2)c2ncccc12	0%	i	-2%	i	0%	-6%	-1.8	-0.4%	6%
C=C(C)C(Cc1c(OC)ccc(C(=O)/C=C/c2ccc(O)cc2)c1O)OO (configuration not stated)	-6%	i	-79%	?	1%	-9%	1.0	?	?
Fc1ccccc1CN1Cc2ccccc2-n2nncc2C1	.	i	-1%	i	.	.	0.0	0.3%	-1%
CCCCCCOC(=O)c1ccccc1N	11%	i	-19%	i	0%	1%	0.6	0.1%	-9%

Compound activity (PubChem BioAssay)
